High-throughput results deposited in PubChem by several laboratories.
E coli Lon inh – inhibitors of E. coli Lon protease, primary screen, biochemical, fluorescence polarization. P0A9M0. purified E. coli Lon protease. inhibition, % at 7.94 µM. 360,000 tested, 0.42% active. AID 602123, 2011; in the data active means inhibition above about 13%, passing the limit was not always enough;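 further: 0% = enzyme with probe and DMSO and 100% = no enzyme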
SUMO1-SIM PPI – modulators of SUMO1 protein-protein interactions, primary screen, biochemical, uHTS. Small ubiquitin-related modifier 1 (Homo sapiens), P63165. SUMO1 binding to a labelled peptide, TR-FRET, 1 h. inhibition, % at 20 µM. 360,000 tested, 0.33% active; in the data active means inhibition above about 37%
Target sequence (P63165 whole entry, looked up): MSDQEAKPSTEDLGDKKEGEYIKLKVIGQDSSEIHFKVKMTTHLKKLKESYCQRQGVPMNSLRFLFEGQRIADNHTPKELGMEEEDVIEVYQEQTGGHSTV
STEP block – STEP phosphatase inhibitors, primary screen, biochemical, fluorescence intensity, uHTS; recombinant STEP, OMFP fluorogenic substrate; inhibition, % at 20 µM; 360,000 tested, 0.25% active; Tyrosine-protein phosphatase non-receptor type 5 (Homo sapiens), P54829;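 active means inhibition at 20 µM, scaled per plate between control wells, above about 37%, limit read from the data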;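 further: 0% = DMSO with enzyme and substrate and 100% = substrate only without enzyme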
Target sequence (P54829 whole entry, looked up): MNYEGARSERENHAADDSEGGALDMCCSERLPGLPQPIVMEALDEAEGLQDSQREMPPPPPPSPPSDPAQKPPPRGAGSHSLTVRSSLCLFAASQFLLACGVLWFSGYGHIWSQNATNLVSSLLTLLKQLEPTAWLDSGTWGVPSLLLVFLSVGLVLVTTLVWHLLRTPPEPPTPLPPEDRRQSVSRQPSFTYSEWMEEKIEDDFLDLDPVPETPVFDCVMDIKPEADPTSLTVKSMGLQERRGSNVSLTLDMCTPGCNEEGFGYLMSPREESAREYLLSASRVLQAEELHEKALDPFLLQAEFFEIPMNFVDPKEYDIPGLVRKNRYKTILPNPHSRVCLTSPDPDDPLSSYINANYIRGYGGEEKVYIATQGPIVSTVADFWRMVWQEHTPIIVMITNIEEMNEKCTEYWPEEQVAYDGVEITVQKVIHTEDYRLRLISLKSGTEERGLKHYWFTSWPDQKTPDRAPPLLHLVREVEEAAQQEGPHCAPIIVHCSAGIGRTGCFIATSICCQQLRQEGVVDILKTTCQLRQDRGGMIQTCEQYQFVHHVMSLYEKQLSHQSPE
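System: STEP phosphatase, cell-free reaction; Buffer or medium: Bis-Tris pH 6.0 buffer with DTT, detergent; Incubation: 20 min at room temperature, dark; Measured by: fluorescence, 480/540 nm.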
Tb MetRS inh – T. brucei MetRS inhibitors, primary screen, biochemical, luminescence; methionyl-tRNA synthetase (Trypanosoma brucei brucei); purified T. brucei MetRS, ATP depletion, Kinase-Glo luminescence; inhibition, % at 11.9 µM; 360,000 tested, 0.4% active;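 active means inhibition above a per-plate cutoff of the control wells' mean inhibition plus 3 SD, cut at about 5.5% in these data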;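 further: 0% = DMSO wells median and 100% = median of wells with control inhibitor compound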
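technique = Kinase-Glo luminescence, ATP depletion format | system = purified MetRS (methionyl-tRNA synthetase) enzyme from Trypanosoma brucei | timing = 15 min preincubation, 2 h reaction, all 25 °C | evaluation = percent inhibition versus plate control medians | dosing = single dose, 11.9 µM final nominal, 0.9% final DMSO | also added = substrates ATP, L-methionine and bulk Escherichia coli tRNA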
NRP1-CendR mod – modulators of CendR peptide binding to NRP-1, primary screen, biochemical, fluorescence polarization, uHTS; Neuropilin-1 (Homo sapiens), O14786; FAM-RPARPAR peptide binding to NRP-1; inhibition, % at 25 µM; 360,000 tested, 0.85% active;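 active means inhibition or corrected inhibition above about 18%, plus a signal ratio from 0.5 to 1.5, limit read from the data, passing the limit was not always enough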; further: strong numbers were not always called active
MsrA inhibitor – bovine MsrA enzyme inhibitors, primary screen, biochemical, absorbance, HTS; Methionine sulfoxide reductase A (Bos taurus); purified bovine MsrA, absorbance read-out; inhibition, % at 15.5 µM; 360,000 tested, 0.75% active; AID 651718, 2012; in the data active means inhibition above about 4.5%;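 further: 0% = vehicle wells with enzyme and 100% = reference inhibitor wells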
Scp1 inh – Scp-1 phosphatase inhibitors, primary screen, biochemical, colorimetric, uHTS | 340,000 tested, 0.88% active | Recombinant Scp1, phosphopeptide, malachite green phosphate absorbance | AID 493091, 2011 | inhibition, % at 20 µM;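 active means inhibition above about 50% at 20 µM, limit read from the data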;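 further: plate controls were DMSO wells with enzyme for no effect and wells lacking enzyme for full effect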
Target sequence (Q9GZU7 76-261 limits assumed): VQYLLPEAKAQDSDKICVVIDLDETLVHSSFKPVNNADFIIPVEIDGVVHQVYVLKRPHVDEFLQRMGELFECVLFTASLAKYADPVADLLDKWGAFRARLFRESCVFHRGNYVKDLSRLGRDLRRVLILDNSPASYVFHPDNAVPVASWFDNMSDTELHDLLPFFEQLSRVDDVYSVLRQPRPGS
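Test system – truncated SCP-1 phosphatase (76-261aa) · Reagent – Phosphorylated 17-residue peptide substrate · Incubation – 45 min room-temperature reaction, 5 min colour, 30 min stabiliser · Detection – colorimetric phosphate reagent with accelerator and stabiliser, absorbance at 630 nm · Measure – % inhibition at 20 µM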
LMPTP block – LMPTP phosphatase inhibitors, primary screen, biochemical, fluorescence intensity, uHTS; Low molecular weight phosphotyrosine protein phosphatase (Homo sapiens), P24666; recombinant LMPTP-A, OMFP fluorogenic substrate; inhibition, % at 20 µM; 360,000 tested, 0.22% active; AID 651560, 2012;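 active means compounds that cut the enzyme signal by at least half of the control window in the single-dose screen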;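 further: plate controls were DMSO wells with enzyme plus substrate for no effect and substrate without enzyme for full effect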
Target sequence (P24666 whole entry, looked up): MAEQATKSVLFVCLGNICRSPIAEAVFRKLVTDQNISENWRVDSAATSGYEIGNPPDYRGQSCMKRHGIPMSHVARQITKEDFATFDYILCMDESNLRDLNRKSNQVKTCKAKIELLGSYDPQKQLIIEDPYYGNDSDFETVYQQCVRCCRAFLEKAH
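Test system: LMPTP-A phosphatase enzyme; input: 0.625 nM LMPTP-A final; reagent: OMFP substrate, 400 µM final; compound dosing: 20 µM single dose, 3% DMSO; incubation: 50 min dark incubation at room temperature; measured by: endpoint fluorescence intensity from OMFP dephosphorylation; measure: % inhibition relative to no-enzyme and uninhibited control wells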
DNMT1 inh – human DNMT1 methyltransferase inhibitors, primary screen, biochemical, molecular beacon, fluorescence, HinP1I cleavage, uHTS | DNA (cytosine-5)-methyltransferase 1 (Homo sapiens), P26358 | inhibition (reported as % activation of signal), % at 10 µM | 360,000 tested, 0.83% active | AID 588458, 2011; in the data active means inhibition above about 50%
MsrA act – bovine MsrA enzyme activators, primary screen, biochemical, absorbance, HTS. Methionine sulfoxide reductase A (Bos taurus). purified bovine MsrA, absorbance read-out. activation, % at 10.6 µM. 360,000 tested, 0.3% active; in the data active means activation above about 7.5%;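 further: 0% = vehicle and 100% = reference activator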
* marks the source's active call; other numbers are inactive results; nt = not tested or not shown; & = joins results of further samples.

SMILES	E coli Lon inh	SUMO1-SIM PPI	STEP block	Tb MetRS inh	NRP1-CendR mod	MsrA inhibitor	Scp1 inh	LMPTP block	DNMT1 inh	MsrA act
CCC(=O)N1CCC(C)(C(=O)Nc2cc(OC)c(OC)c(OC)c2)C1 (stereo unspecified)	-4	-5	1	0.1	-2	0.1	nt	-0.7	4	-3
Nc1nonc1-n1nnc(C(=O)N/N=C/c2cccs2)c1CSc1ccccc1	-3	1	4	-0.6	2	1.6	3	4.7	9	-8
COC(=O)C1=C(O)C(C(=O)OC)C(c2ccc(C)cc2)C(C#N)(C#N)C1c1ccc(C)cc1 (stereo unspecified)	4	3	3	0.1	-2	-0.3	-8	0.2	-1	-1
N#Cc1c(-c2ccc3c(c2)OCO3)cc[nH]c1=O	3	-11	1	-0.4	9	nt	-1	-1.8	-2	-3
CCCCC(c1nnnn1C(C)C)N1CCN(C(=O)c2ccco2)CC1 (stereo unspecified)	4	-6	-4	-1.4	19	-0.5	1	-6.6	1	-9
COc1ccccc1N1CCN(Cc2cc(=O)c(OCC(=O)NC(C)C)co2)CC1	-5	2	-1	0.7	-2	0.0	-1	-0.3	-2	-2
O=C(Nc1ccccc1N1CCN(C(=O)c2ccc(Cl)cc2)CC1)c1ccc(Br)cc1	7	0	6	0.5	4	0.7	19	5.6	0	1
COc1cc(NCc2ccccc2)c2ncn(C(C)C)c2c1	-7	7	-1	0.2	5	2.7	-3	-0.5	-7	-2
COc1ccccc1C(=O)Nc1ccc(CN2CCCCC2)cc1	-6	2	-1	0.2	0	2.1	-3	0.2	4	0
CC(=O)c1cccc(Nc2nc(=O)c3cccnc3s2)c1	-1	2	-2	-0.8	6	-1.1	3	-0.5	2	-5
Cc1cccc(NC(=O)c2oc(=O)c3ccccc3c2-c2ccccc2)c1C	-4	0	-3	-0.6	9	0.8	-8	0.5	-3	-3
C=CCN=c1scc(-c2ccccc2)n1/N=C/c1ccccn1	5&3	-24&-12	-1&2	-0.3&0.8	-4&-37	0.4&0.9	-1&-6	1.6&1.6	1&-2	-1&-2
COc1ccc(Cl)cc1-c1nc(SCC(=O)N(C)C2CCS(=O)(=O)C2)n[nH]1 (stereo unspecified)	-4	-5	-2	-0.3	18	0.5	-12	0.5	1	-1
CC(C)(C)NC(=O)CCn1nc(-c2ccc(Cl)cc2)c2ccccc2c1=O	4	3	-1	-1.1	2	nt	-10	-0.6	2	1
CC1CC(OC(=O)c2ccccc2C(=O)c2ccc(Cl)cc2)C(=O)O1 (stereo unspecified)	-10	0	1	-0.2	-2	0.3	-15	-1.0	2	-4
CC(C)N(Cc1ccccc1)C(=O)CSc1nccn1C	1	-1	-2	-0.6	-20	0.5	-4	0.2	-6	-4
NC(=O)c1ncn([C@@H]2O[C@H](CNCc3cccn3-c3ccncc3)[C@@H](O)[C@H]2O)n1	-12	1	-3	0.0	-3	0.4	21	-0.3	3	-10
O=C(NC1=NCCS1)c1cccc(OC(F)F)c1	-2	0	-2	-0.1	-4	0.2	-10	-0.6	3	-3
COc1ccc2c3c([nH]c2c1)C(C)N(C(C)=O)CC3 (stereo unspecified)	-7	0	-2	-1.5	5	0.1	-11	0.9	0	-9
COc1cc2c(cc1NC(=O)C(C)N1CCN(S(=O)(=O)c3ccc(C)c(C)c3)CC1)oc1ccccc12 (stereo unspecified)	-5	-1	4	-1.1	-6	1.7	-2	0.3	24	-12

Reformatted comma-delimited: 11 of the compounds above.
structure,E coli Lon inh,SUMO1-SIM PPI,STEP block,Tb MetRS inh,NRP1-CendR mod,MsrA inhibitor,Scp1 inh,LMPTP block,DNMT1 inh,MsrA act
N#Cc1c(-c2ccc3c(c2)OCO3)cc[nH]c1=O,3,-11,1,-0.4,9,nt,-1,-1.8,-2,-3
CCCCC(c1nnnn1C(C)C)N1CCN(C(=O)c2ccco2)CC1 (stereo unspecified),4,-6,-4,-1.4,19,-0.5,1,-6.6,1,-9
COc1ccccc1N1CCN(Cc2cc(=O)c(OCC(=O)NC(C)C)co2)CC1,-5,2,-1,0.7,-2,0.0,-1,-0.3,-2,-2
O=C(Nc1ccccc1N1CCN(C(=O)c2ccc(Cl)cc2)CC1)c1ccc(Br)cc1,7,0,6,0.5,4,0.7,19,5.6,0,1
COc1cc(NCc2ccccc2)c2ncn(C(C)C)c2c1,-7,7,-1,0.2,5,2.7,-3,-0.5,-7,-2
COc1ccccc1C(=O)Nc1ccc(CN2CCCCC2)cc1,-6,2,-1,0.2,0,2.1,-3,0.2,4,0
CC(=O)c1cccc(Nc2nc(=O)c3cccnc3s2)c1,-1,2,-2,-0.8,6,-1.1,3,-0.5,2,-5
Cc1cccc(NC(=O)c2oc(=O)c3ccccc3c2-c2ccccc2)c1C,-4,0,-3,-0.6,9,0.8,-8,0.5,-3,-3
C=CCN=c1scc(-c2ccccc2)n1/N=C/c1ccccn1,5&3,-24&-12,-1&2,-0.3&0.8,-4&-37,0.4&0.9,-1&-6,1.6&1.6,1&-2,-1&-2
COc1ccc(Cl)cc1-c1nc(SCC(=O)N(C)C2CCS(=O)(=O)C2)n[nH]1 (stereo unspecified),-4,-5,-2,-0.3,18,0.5,-12,0.5,1,-1
CC(C)(C)NC(=O)CCn1nc(-c2ccc(Cl)cc2)c2ccccc2c1=O,4,3,-1,-1.1,2,nt,-10,-0.6,2,1

(list continues)
SMILES	E coli Lon inh	SUMO1-SIM PPI	STEP block	Tb MetRS inh	NRP1-CendR mod	MsrA inhibitor	Scp1 inh	LMPTP block	DNMT1 inh	MsrA act
Cc1ccnc2nc(C(=O)OCC(=O)NC(=O)NCc3ccco3)nn12	-12	1	0	-0.6	7	-0.4	16	-0.8	8	-2
COc1ccc2c(c1OC)C(=O)N1N=C(c3ccc(Cl)cc3)CC21 (stereo unspecified)	1	-16	0	1.6	-2	0.4	-10	-1.2	5	-3
COc1ccc(NC(=O)/C=C/c2ccccc2)c([N+](=O)[O-])c1	-7	-10	2	0.3	0	-0.3	-10	-0.1	3	-3
N#Cc1cccc(C(=O)OCC(=O)NCc2ccco2)c1	-2	0	-1	-0.5	-1	-1.0	3	-3.7	0	-9
O=C(COc1ccc(C(=O)NCCc2ccccc2)cc1)Nc1ccccc1	-2	-3	-4	0.4	-1	1.6	-4	-0.9	1	-2
CCSc1nc(N)c(NC(=O)c2ccc(Br)o2)c(=O)[nH]1	3	7	-2	-0.2	19	-0.2	-5	0.9	26	-2
CCOC(=O)C(=O)N1c2ccccc2C(N(C(=O)C(=O)OCC)c2ccccc2)CC1C (stereo unspecified)	9	3	2	-0.1	-1	0.7	-15	0.1	0	-6
CCn1c(CNC(=O)c2cccc(C)c2)nnc1SCC(=O)Nc1cccc(OC)c1	-5	1	-5	-0.4	6	-0.6	0	-1.7	-4	-5
CC(=O)c1ccc(N(CC(=O)NCc2ccc3c(c2)OCO3)C(=O)c2csnn2)cc1	-3	1	1	0.1	-1	-0.7	-1	0.5	0	-3
CC(C)n1ncc2c(C(=O)NCCc3ccc(F)cc3)cc(C3CC3)nc21	-2	5	0	-0.6	-5	1.1	-3	2.4	2	-3
COc1ccc(CCNC(=O)CCCOc2ccc(Cl)cc2)cc1OC	9	3	0	-1.7	-4	-1.2	-10	-1.6	-6	-5
O=C(COC(=O)CNC(=O)c1ccccc1)NCc1ccc2c(c1)OCO2	-10	4	-1	1.0	-18	0.5	67*	0.2	-1	1
NC(=O)C1CCN(CCC(=O)Nc2cccc(Cl)c2)CC1	-2	3	4	0.9	4	0.4	-3	0.3	1	-2
COC(=O)c1cccc(C23CC4(C2)[C@H](CN(CC2CCCCC2)[C@@H]4c2ccccc2)C3c2ccccc2)c1 (stereo partly specified)	-9	5	6	-0.2	-34	-0.3	2	3.0	16	-2
O=C(CSc1nnc(-c2ccccn2)o1)Nc1ccccc1Cl	2	3	0	-1.0	0	0.1	4	-0.6	1	-5
CCCCC(=O)Nc1ccc2c3c(cccc13)C(=O)N2CC	-9	-19	4	-0.7	-1	0.7	-4	-0.2	6	-9
Cc1ccc(-n2c(-c3ccco3)nc3c(cnn3-c3ccc(C)cc3)c2=O)cc1	5	1	0	-0.4	35*	-1.7	-9	0.8	2	-8
COC(=O)c1ccc2nc(-c3cccc(Br)c3)c(Cc3ccc(OC)cc3C)n2c1	-23	5	-2	0.1	-43	-0.6	nt	1.9	13	-3
O=C(OCCN1CCOCC1)c1ccc(O)cc1	2	4	-1	-0.6	-2	-0.1	-2	-1.7	0	-4
CCN1C[C@@H]2[C@@H]3C(=O)N(Cc4ccccc4)C(=O)[C@@H]3[C@](CC)(C1=O)N2C(=O)c1ccccc1	8	1	0	-0.2	8	-0.6	-2	-1.2	2	0
Cc1onc(-c2ccccc2)c1C(=O)NNC(=S)NC(=O)/C=C/c1ccccc1	7	6	0	-0.8	13	0.4	-1	-1.6	2	-4
COc1cccc(/C=C/C(=O)OCC(=O)N2c3ccccc3CC2C)c1 (stereo unspecified)	1	-12	0	1.1	4	-0.8	nt	-1.1	-6	-2
O=C(c1ccco1)N1CCN(C(=O)c2cc3sccc3n2Cc2ccccc2)CC1	-1	-2	4	-0.4	-4	-1.1	-4	0.5	-5	-5
COc1cc(OC)c(N(C)S(=O)(=O)c2cccc(C(=O)OCC(=O)N(C)C3CCCCC3)c2)cc1Cl	-8	6	0	-0.2	6	-1.1	-13	5.9	-9	-3
CCn1c(SCC(N)=O)nnc1-c1ccc2c(c1)OCO2	-1	-1	-2	-0.4	8	-0.1	2	0.7	3	-2
CCO[C@@H]1OC(C(=O)N2CCN(Cc3ccccc3)CC2)=C[C@H](C2CC2)[C@H]1CCCO	-8	-5	1	-0.5	-1	1.1	-7	0.9	4	-2
COc1ccc2nc(NC(=O)C3CCN(S(=O)(=O)c4cccc5nsnc45)CC3)sc2c1	-1	-8	-2	-0.9	-1	3.1	-2	0.1	-15	-10
